# CHO-K1 Ca ag – counter-screen for M1 agonists: effect in parental CHO-K1 cells; Fluo-8 calcium fluorescence; scaled to maximal ATP response, vehicle zero; activation, % at 3 µM; AID 602248; 360,000 compounds, 0.48% hits; in the data active = activation above about 15%;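 also: untransfected CHO-K1 host cells lacking M1 receptor as counterscreen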
# TAAR1 antagonist – human TAAR1 antagonism | Q96RJ0 | CHO RD-HGA16 TAAR1, Fluo-8 calcium fluorescence, antagonist | inhibition, % at 3 µM | 360,000 compounds, 1.5% hits | AID 624466;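 active = inhibition above a per-plate cutoff, the mean inhibition of test compounds on that plate plus 3 SD, cut at about 49% in these data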;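 also: 0% = DMSO plus EC80 beta-PEA response and 100% = DMSO alone without agonist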
#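 Test system – hTAAR1-expressing CHO RD-HGA16 cells, Gα16-coupled · Also added – β-PEA at EC80 concentration, post-compound challenge · Compound – 3 µM, single point · Incubation – dye loading 75 min at 37 °C, then 30 min room temperature · Measured by – Fluo-8 intracellular calcium dye fluorescence, real-time kinetic reads · Benchmarks – vehicle and agonist controls · Replicates – singlicate, one well per test compound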
# CHO-K1 Ca antag – nonselective inhibitor or artifact in parental CHO-K1 cells; ATP-induced calcium, Fluo-8 fluorescence; inhibition, % at 3 µM; 360,000 compounds, 0.6% hits;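 active = inhibition above a per-plate cutoff, the plate's mean sample inhibition plus 3 SD, cut at about 24% in these data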;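 also: 0% = DMSO plus EC80 ATP and 100% = DMSO alone without ATP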
# CHO parental Ca – counter-screen for OX1R antagonists: effect in parental CHO cells | parental CHO-K1, ATP-induced calcium, Fluo-8 fluorescence | inhibition, % at 5.6 µM | 330,000 compounds, 0.63% hits | AID 463079;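 active = inhibition above that plate's mean sample inhibition plus 3 SD, cut at about 26% in these data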;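 also: 0% = ATP-challenged DMSO wells and 100% = DMSO wells without ATP; some compounds past the cut are filed as inactive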
#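 Assay system – parental CHO cells · Reagent – ATP stimulus · Detection – intracellular calcium via Fluo-8 no-wash fluorescent dye · Evaluation – percent inhibition of ATP-evoked calcium rise, normalized to controls · Controls – ATP wells versus no-ATP DMSO wells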
# CHRM1 antagonist – antagonists of human M1 muscarinic receptor; P11229; 360,000 compounds, 1.3% hits; inhibition, % at 3 µM; CHO-K1 hM1, Fluo-8 calcium fluorescence, ACh EC80 antagonist;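 active = percent inhibition above its own plate's cutoff, namely the mean of that plate's compound wells plus 3 SD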;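 also: peak over basal fluorescence ratio during 140 s after agonist addition; 0% = ACh EC80 plus DMSO and 100% = DMSO alone without agonist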
# Target sequence (P11229 whole entry, looked up): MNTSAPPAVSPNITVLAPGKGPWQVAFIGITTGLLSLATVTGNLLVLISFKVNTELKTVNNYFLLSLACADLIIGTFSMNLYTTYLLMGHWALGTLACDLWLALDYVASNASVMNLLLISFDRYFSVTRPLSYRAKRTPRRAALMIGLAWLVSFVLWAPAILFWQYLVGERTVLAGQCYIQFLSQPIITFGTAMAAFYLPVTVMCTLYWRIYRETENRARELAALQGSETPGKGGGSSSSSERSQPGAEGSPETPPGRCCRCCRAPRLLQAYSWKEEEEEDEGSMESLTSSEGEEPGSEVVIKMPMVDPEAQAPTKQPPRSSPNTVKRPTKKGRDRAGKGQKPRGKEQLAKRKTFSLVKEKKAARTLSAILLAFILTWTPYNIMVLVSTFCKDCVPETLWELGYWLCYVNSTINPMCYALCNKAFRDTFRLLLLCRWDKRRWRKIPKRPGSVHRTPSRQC
# OXTR potentiator – human OXTR potentiation | CHO-OTR cells, Fluo-8 calcium fluorescence, potentiator mode; 0% = oxytocin EC15, 100% = EC100 | activation, % at 3 µM | 320,000 compounds, 0.061% hits | AID 2445;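 active = activation above that plate's cutoff, the mean activation of tested compounds plus 3 SD, cut at about 6.6% in these data, passing the limit was not always enough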;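 also: 100% uses oxytocin at 75 nM as the full agonist control; some results filed as inactive read as strong as hits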
# Target sequence (P30559 whole entry, looked up): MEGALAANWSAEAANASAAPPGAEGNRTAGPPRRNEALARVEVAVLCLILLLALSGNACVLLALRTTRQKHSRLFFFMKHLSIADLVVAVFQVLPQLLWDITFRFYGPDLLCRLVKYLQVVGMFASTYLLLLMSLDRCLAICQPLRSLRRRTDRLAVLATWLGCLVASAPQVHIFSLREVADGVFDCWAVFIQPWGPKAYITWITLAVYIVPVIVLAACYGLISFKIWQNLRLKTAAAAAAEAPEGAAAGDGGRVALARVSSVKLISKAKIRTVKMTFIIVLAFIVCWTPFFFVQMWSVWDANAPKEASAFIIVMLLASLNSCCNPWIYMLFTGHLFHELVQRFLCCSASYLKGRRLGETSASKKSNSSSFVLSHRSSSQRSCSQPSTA
#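 Replication – single well per compound, singlicate · Assay system – CHO cell line stably expressing human OTR · Timing – 6 min pre-incubation, 100 s read · Measure – normalized max/min fluorescence ratio, % activation · Doses – 3.0 µM, one dose · Detection – Fluo-8 calcium dye fluorescence · Probe or stimulus – oxytocin near EC15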
# CHO-K1 Ca PAM – counter-screen for M1 PAMs: effect in parental CHO-K1 cells; ATP EC20, Fluo-8 calcium fluorescence; 0% at ATP EC20, 100% at ATP max; activation, % at 3 µM; 360,000 compounds, 0.02% hits;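 active = activation above the run cutoff, the mean activation of all test compounds plus 3 SD, cut at about 40% in these data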;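 also: peak over basal fluorescence ratio in a 140 s read after ATP addition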
# TAAR1 ag – agonists of human TAAR1; AID 624467; 360,000 compounds, 0.99% hits; CHO RD-HGA16 TAAR1, Fluo-8 calcium fluorescence; vehicle wells 0%, saturating PEA agonist 100%; activation, % at 3 µM; Q96RJ0;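 active = activation above the mean activation of all test compounds in the run plus 3 SD, cut at about 38% in these data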
#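 Repeats: no replicates (n 1) | Material: CHO-derived RD-HGA16 cells with stable Gα16 and human TAAR1 | Technique: Kinetic Fluo-8 calcium fluorescence | Schedule: 17-24 h seeding, 75 min 37 °C dye, 30 min RT | Evaluation: % activation from peak over basal fluorescence ratio, DMSO-to-PEA scaled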
# CHRM1 agonist – activates human CHRM1 receptor; activation, % at 3 µM; P11229; 360,000 compounds, 0.33% hits; CHO-K1 hM1, Fluo-8 calcium fluorescence, agonist mode; 0% DMSO, 100% acetylcholine EC100; AID 588814;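 active = activation above the run's mean compound activation plus 3 SD, cut at about 16% in these data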;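 also: peak over basal fluorescence ratio within a 140 s kinetic read after compound addition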
# Starred values were filed as active, the others as inactive; x = no result given.
SMILES,CHO-K1 Ca ag,TAAR1 antagonist,CHO-K1 Ca antag,CHO parental Ca,CHRM1 antagonist,OXTR potentiator,CHO-K1 Ca PAM,TAAR1 ag,CHRM1 agonist
COc1ccc2[nH]c3c(c2c1)CCN1C(=O)C(CC(=O)NC(C)(C)C)C[C@H](C(=O)N2CCCCC2)[C@@]31C (stereo partly drawn),-0.5,-8,-15,-16,-7,x,16,-1,-5
O=C(CSc1nnnn1-c1cccc(F)c1)Nc1nc2ccccc2s1,-0.6,-3,6,-5,4,-7,6,11,1
CC1C(=NO)C(C)C(c2ccc(N(C)C)cc2)NC1c1ccc(N(C)C)cc1 (stereo not drawn),0.5,-18,-8,-6,-1,-1,23,-1,-4
COc1cccc(/C=N/n2c(-c3n[nH]c4c3CCC4)n[nH]c2=S)c1O,-0.2,-24,11,-1,28,-5,-9,2,-14
O=C(c1ccoc1)N1CCN(c2cc(-c3cccnc3)nc3cc(-c4cccc(Cl)c4)nn23)CC1,0.2,41,3,x,-7,x,-7,5,-5
CC(C)C[C@@H](COc1ccccc1)N1CCN(Cc2ccccc2)CCC1=O,x,-7,x,-29,x,1,x,1,x
CC(Oc1cccc([N+](=O)[O-])c1)C(=O)NCCC1=CCCCC1 (stereo not drawn),-0.1,-4,-14,-11,7,-4,6,-2,-8
Cc1ccc(S(=O)(=O)NCC(=O)NCC(=O)NC(C)c2ccccc2Br)cc1C (stereo not drawn),-1.4,-13,1,-28,-12,-13,7,-2,-9
CC(=O)N(c1c(C)n(C)n(-c2ccccc2)c1=O)C1(C(=O)NC2CCCCC2)CCCCC1,0.2,4,2,-5,14,-2,2,1,-1
CC(C)C(=O)C1=Cc2cc([N+](=O)[O-])ccc2OC1N1CCOCC1 (stereo not drawn),1.8,-3,-8,x,-20,x,21,1,0
O=C(CSc1nnc(SCc2cccc3ccccc23)s1)N/N=C/c1c[nH]c2ccccc12,0.3,6,6,-14,7,-9,5,1,-2
COc1ccc(OCCN2CCN(C3CC(=O)N(CCC(C)C)C3=O)CC2)cc1 (stereo not drawn),0.6,5,-3,-19,12,-4,14,8,-6
COc1ccc(S(=O)(=O)Nc2ccccc2OC)cc1NC(=O)Cc1cccs1,1.8,9,3,-18,8,-2,-5,3,-2
Cc1nn(C)c(C)c1CNC(=O)c1cnn2c1NC(c1ccccc1)CC2C(F)(F)F (stereo not drawn),0.1,2,-13,-12,-3,-4,20,4,-6
O=C(NC(=S)Nc1cc(C(F)(F)F)ccc1N1CCOCC1)c1sc2ccccc2c1Cl,-0.1,-16,9,-11,0,-6,-6,-1,-6

# Entries of single compounds, looked up by structure. Values in the order: CHO-K1 Ca ag | TAAR1 antagonist | CHO-K1 Ca antag | CHO parental Ca | CHRM1 antagonist | OXTR potentiator | CHO-K1 Ca PAM | TAAR1 ag | CHRM1 agonist
# O=C(NC(=S)Nc1cc(C(F)(F)F)ccc1N1CCOCC1)c1sc2ccccc2c1Cl in the list: -0.1 | -16 | 9 | -11 | 0 | -6 | -6 | -1 | -6
# CC(=O)N(c1c(C)n(C)n(-c2ccccc2)c1=O)C1(C(=O)NC2CCCCC2)CCCCC1 in the list: 0.2 | 4 | 2 | -5 | 14 | -2 | 2 | 1 | -1
# CC(C)C(=O)C1=Cc2cc([N+](=O)[O-])ccc2OC1N1CCOCC1 (stereo not drawn) in the list: 1.8 | -3 | -8 | x | -20 | x | 21 | 1 | 0
# COc1cccc(/C=N/n2c(-c3n[nH]c4c3CCC4)n[nH]c2=S)c1O in the list: -0.2 | -24 | 11 | -1 | 28 | -5 | -9 | 2 | -14
# CC(C)C[C@@H](COc1ccccc1)N1CCN(Cc2ccccc2)CCC1=O in the list: x | -7 | x | -29 | x | 1 | x | 1 | x

# Of the compounds above, 2 contain an aryl thioether with sulfur outside any ring:
SMILES,CHO-K1 Ca ag,TAAR1 antagonist,CHO-K1 Ca antag,CHO parental Ca,CHRM1 antagonist,OXTR potentiator,CHO-K1 Ca PAM,TAAR1 ag,CHRM1 agonist
O=C(CSc1nnnn1-c1cccc(F)c1)Nc1nc2ccccc2s1,-0.6,-3,6,-5,4,-7,6,11,1
O=C(CSc1nnc(SCc2cccc3ccccc23)s1)N/N=C/c1c[nH]c2ccccc12,0.3,6,6,-14,7,-9,5,1,-2

# Going on with the list.
SMILES,CHO-K1 Ca ag,TAAR1 antagonist,CHO-K1 Ca antag,CHO parental Ca,CHRM1 antagonist,OXTR potentiator,CHO-K1 Ca PAM,TAAR1 ag,CHRM1 agonist
O=C1C2C3C=CC(C3)C2C(=O)N1Cc1ccc(CN2C(=O)C3C4C=CC(C4)C3C2=O)cc1 (stereo not drawn),6.5,14,-16,-13,-3,-3,9,25,9
O=c1c2ccccc2c(C=Nc2ccc(S(=O)(=O)N3CCCCC3)cc2)c(O)n1-c1ccc(Cl)cn1,-0.1,-9,-2,-9,-14,7,2,4,1
COc1c(C)cccc1C(=O)NC(=S)Nc1ccc2c(c1)Cc1ccccc1-2,0.4,2,-6,x,5,x,15,14,-2
N#CCSc1nc2ccc(N3CCCCC3)cc2c(=O)n1Cc1ccccc1,0.2,2,7,-7,22*,3,-4,6,-7
COc1ccc(-c2nc3nc(SC)nn3cc2C)cc1F,-0.3,-3,-10,-2,12,-5,8,0,-1
O=C(c1ccc(CS(=O)(=O)c2ccc(Br)cc2)o1)N1CCN(c2ccc(F)cc2)CC1,0.6,52*,-5,5,-4,-9,-7,3,-1
CCC(C)NC(=O)C1CCCN(S(=O)(=O)c2ccc3c(c2)CC(C)N3C(C)=O)C1 (stereo not drawn),-0.1,-17,-6,-8,-4,-4,13,-1,-3
COc1ccc(Cl)cc1NC(=O)COC(=O)c1ccc(Cl)nc1,0.8,-10,2,-16,-2,2,-5,3,-3
Cc1cc(C(F)(F)F)n2ncc(-c3ccccc3)c2n1,1.6,-14,-1,-11,-6,4,18,2,-3
COc1ccc(CCC(=O)OCc2csc(CC(=O)Nc3ccc(C)cc3)n2)cc1OC,4.8,-8,-13,-23,0,-10,19,1,-2
CCc1ccc(N2C(=O)Nc3ccc(Br)cc3C2(O)C(=O)NCCN(C)C)cc1 (stereo not drawn),-0.4,-9,5,-4,-8,-3,-9,0,2
CC(=O)c1cc(CN2CCC(C(=O)Nc3ccc(-n4nc(C)cc4C)cc3)CC2)cs1,2.2,-4,-9,-19,-14,2,1,2,-4
COc1ccccc1N1CCN(C(=O)C2CCCN(S(=O)(=O)c3ccc4c(c3)oc(=O)n4C)C2)CC1 (stereo not drawn),21*,41,14,18,26,-13,-5,15,-3
CC1(C)CC(=O)C=C(c2ccccc2-c2ccc(S(C)(=O)=O)cc2)C1=O,1.2,14,-4,x,-14,x,18,1,0
Cc1ccn2cc(CNC(=O)c3ccc(Br)o3)nc2c1,1.2,-1,-5,-9,-5,5,4,1,-10
COc1cc(/C=N/NC(=O)C23CC4CC(CC(C4)C2)C3)cc(Br)c1O,-0.6,-4,15,-11,5,4,-10,-2,-9
COc1ccc(NC(=O)CN(C)S(=O)(=O)c2ccccc2)cc1OC,0.4,2,7,4,0,-5,-6,17,-1
Cc1cc(-c2ccco2)n(CC(=O)NCCN(C)C)n1,1.3,-3,-2,-1,-10,-1,21,0,-9
O=C(c1ccc(-c2ccccc2)cc1)C1CCCN(C(=O)Cn2cncn2)C1 (stereo not drawn),4.4,-7,-24,-15,-4,-17,23,7,-5
CN(c1ccccc1)S(=O)(=O)c1ccc(Cl)c(C(=O)NCCc2c[nH]c3ccccc23)c1,2.8,9,-7,-11,8,-8,12,7,-6
CC(C)[C@H](NC(=O)c1ccccc1)C(=O)NC1=NCCS1,0.1,-14,-7,-16,-8,-3,8,10,-3
CNC(=O)C1=NCCCc2cc(OC)c(OC)cc21,0.0,5,-7,-13,-4,1,-4,1,-4
O=C(CN1C(=O)CSc2ccc(S(=O)(=O)N3CCOCC3)cc21)NCc1ccc(Cl)cc1,1.3,-3,4,-3,10,-9,-12,0,-4
Cc1c(-c2ccccc2)c(P(=O)(N2CCOCC2)N2CCOCC2)c2ccccn12,-0.3,-23,0,-13,-3,1,-5,5,-5
CC(C)NC(=O)N(C)C[C@@H]1OCc2cnnn2CCCC(=O)N([C@H](C)CO)C[C@H]1C,0.4,-22,2,x,4,x,-7,2,-4
COc1ccc(-n2ncc3c(NC(C)C)ncnc32)cc1,2.1,4,5,-7,-3,0,15,13,-2
Clc1ccc(SCCCCN2CCOCC2)cc1,-0.3,-30,18,-3,-7,3,-12,1,-11
O=C(Nc1ccccc1Cc1ccccc1)c1ccccc1F,-0.9,-17,-3,-21,-7,-8,14,-1,-4
CN(Cc1ccccc1)C(=O)C1CCCN1S(=O)(=O)c1ccc2c(c1)n(C)c(=O)c(=O)n2C (stereo not drawn),2.1,11,-11,-12,-14,0,19,-4,-5
C[C@H](CO)N1C[C@H](C)[C@@H](CN(C)S(=O)(=O)c2ccc(-c3ccccc3)cc2)OCc2cn(nn2)CCCC1=O,0.1,-6,-6,x,-20,x,13,0,-9
COc1cc(-c2cc(-c3ccc(N)cc3)[nH]c(=O)c2C#N)cc(OC)c1OC,3.8,-2,-7,-12,-21,-8,-3,4,6
Cn1c(N2CCCCC2)nc2c1c(=O)n(Cc1cccc(Br)c1)c(=O)n2C,-0.1,x,-8,x,-7,x,11,x,-3
CCOC(=O)C1(CCOc2ccccc2)CCN(Cc2ccc(OCC)c(CO)c2)CC1,14,-7,13,-7,15,-13,2,3,12
COc1ccccc1NC(=O)CCS(=O)(=O)c1ccc2c(c1)oc(=O)n2C,1.4,-6,-15,-10,-6,-1,6,1,-3

# Source: PubChem BioAssay
